# Assay outcomes from PubChem BioAssay.
# ERK EGF inh – inhibitors of EGF-stimulated ERK signaling pathway. HEK293-V1b, EGF-stimulated phospho-ERK AlphaScreen. Potency, µM (top dose mostly 11.5 µM), for inactives: at the highest dose activity change, negative = inhibition, usual class: inhibitors. 130,000 tested, 0.41% active; active = well fitted inhibition curve with a large enough effect; inconclusive = small, poorly fitted or top-dose-only effect, or effect the other way;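 note: plate controls were stimulated vehicle wells for no effect and unstimulated vehicle basal for full effect; nearly all actives have a fitted effect of over 55% in size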
#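 HEK293 cells stably expressing V1b receptor, serum-reduced (1% FBS) overnight, pretreated 30 min with compound, then stimulated 5 min with 25 nM EGF; phospho-ERK detected by AlphaScreen SureFire. AC50 from Hill fits, normalized to DMSO and EGF.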
# * = called active by the depositor; ? = inconclusive; [ ] = another dose, or the depositor's remark. Potency is the fitted concentration of half-maximal effect. Only part of the results is shown; count on the stated rates, not on these rows.
SMILES,ERK EGF inh
Cc1ccc(S(=O)(=O)NC(=O)c2cc(C)n(CC(c3ccccc3)N(C)C)c2C)cc1 (stereo not drawn),-2%
COc1cc(C(=O)NCCSc2ccc(Br)cc2)cc(OC)c1OC,2%
COC(=O)c1ccc(NC(=O)NCCCl)cc1,0%
O=C(CN1C(=O)C2CC=CCC2C1=O)Nc1ccc(S(=O)(=O)N2CCOCC2)cc1 (stereo not drawn),0%
CCOc1ccc(OCCSc2nc(-c3ccccc3)cc(=O)[nH]2)cc1,1%
Cc1[nH]n(-c2ccccc2)c(=O)c1C=Nc1ccc(S(=O)(=O)Nc2nccs2)cc1,-1%
O=C1CC(c2ccccc2)c2cc(O)ccc2O1 (stereo not drawn),0%
COc1cccc(-c2cncnc2NCc2ccc(OC)cc2OC)c1,21%
O=C(c1ccc(Oc2ccc(C(F)(F)F)cc2[N+](=O)[O-])cc1)N1CCOCC1,11%
CCN(CC)CCNC(=O)c1cc(Sc2nnc(C)s2)nc2ccccc12,2%
COCCNC(=O)CSc1nccn1Cc1ccc2c(c1)OCO2,-4%
Cc1ccc(C(=O)Nc2ccc(CN3CCCCC3)cc2)c(C)c1,-6%[57.5 µM]
Cn1c(Cn2c(=O)sc3ccccc32)nnc1SCC(=O)N1CCN(c2ccccc2)CC1,0%
Cc1cc(/C=C2/NC(=O)N(Cc3ccccc3F)C2=O)c(C)n1C,2%
CCCCCCCCCCCCN1C(=O)CSC1c1cccnc1 (stereo not drawn),4%[57.5 µM]
Cc1noc(C)c1C(=O)N1CCC[C@@]2(CCN(C(=O)Nc3cccc(C#N)c3)C2)C1,4%
COC(=O)CSc1ncnc2c(C)csc12,5%[57.5 µM]
O=C(O)C1=C[C@@H](c2csc3ccccc23)C[C@@H](OCc2ccc(CO)cc2)O1,-16%[57.5 µM]
Cc1[nH]n(C2=NCCS2)c(=O)c1N=Nc1ccccc1,-4%
CCOc1ccc(NCc2nnc(SCc3ccc(Cl)cc3)n2-c2ccccc2)cc1,-9%
CC(C)(C)CN1CCNC(=O)C1CC(=O)N1CCC(C(=O)N2CCOCC2)CC1 (stereo not drawn),-6%
Cc1cc(Cl)n2c(nc3cc(F)c(F)cc32)c1C#N,?
CCOc1cc(C(=O)Nc2nnc(C)s2)cc(OCC)c1OCC,2%
C=CCn1c(-c2cnn(-c3ccccc3)c2N)n[nH]c1=S,-10%[57.5 µM]
COCCn1cnc2c(c1=O)c1nc3ccccc3nc1n2/N=C/c1ccco1,-8%[57.5 µM]

# Copied from the list.
# Result of CCCCCCCCCCCCN1C(=O)CSC1c1cccnc1 (stereo not drawn) in ERK EGF inh: 4%[57.5 µM]
# Result of COCCn1cnc2c(c1=O)c1nc3ccccc3nc1n2/N=C/c1ccco1 in ERK EGF inh: -8%[57.5 µM]
# Result of O=C(O)C1=C[C@@H](c2csc3ccccc23)C[C@@H](OCc2ccc(CO)cc2)O1 in ERK EGF inh: -16%[57.5 µM]
# Result of COc1cc(C(=O)NCCSc2ccc(Br)cc2)cc(OC)c1OC in ERK EGF inh: 2%

# (continued)
SMILES,ERK EGF inh
COc1ccc(NS(=O)(=O)c2cc(NC(=O)C3CCCO3)ccc2N2CCCCC2)cc1 (stereo not drawn),-2%[57.5 µM]
COc1cc(C(=O)NCCCNc2nc3c(C)cc(C)cc3cc2C#N)cc(OC)c1OC,-1%
COc1c(CC(=O)c2cc3c(cc2O)OC(C)(C)C(O)C3)ccc2c1C=CC(C)(C)O2 (stereo not drawn),-1%
O=C(Nc1ccc(Cl)cc1)c1ccc2nsnc2c1,6%
CCC(C)C(=O)Nc1nc2c(s1)C(=O)CC(C)(C)C2 (stereo not drawn),6%
O=S(=O)(/C=C/c1ccccc1)N1CCN(Cc2ccc3c(c2)OCO3)CC1,-1%
CCOC(=O)c1cc(C#N)c(N2CCN(C(=O)c3cccc(C(F)(F)F)c3)CC2)nc1C(F)(F)F,-13%[57.5 µM]
CCc1ccc(C2=NN(CCC(=O)NCc3cccs3)C(=O)CC2)cc1,-6%
Cc1ccc2nnnc(-c3ccccc3)c2c1,-8%
COc1ccc2cc1Oc1ccc(cc1)CC1c3cc(c(OC)cc3CCN1C)Oc1c(OC)c(OC)cc3c1C(C2)N(C)CC3 (stereo not drawn),-9%
CC1(C)Cc2ccccc2C(=NCC(=O)O)N1,2%
COC(=O)c1cc(-c2ccc(C)o2)nc2ccccc12,?
CCOC(=O)c1cc(NC(=O)Nc2ccccn2)c(C)nc1C,2%
COC(=O)c1c(NC(NC(=O)C(C)C)C(Cl)(Cl)Cl)sc2c1CCCC2 (stereo not drawn),3%
N/C(=N\NC(=O)Nc1ccc(Cl)cc1)c1ccccn1,-8%[57.5 µM]
NNC(=O)CCCCCCCCCCOCCCCO,-7%[57.5 µM]
O=C(NCCCN1CCOCC1)c1sc2cc(F)ccc2c1Cl,2%
Cc1ccc(C(C)C)c(OCc2nn(CC(=O)c3ccc(Cl)cc3)c3[n+]2CCCCC3)c1,0%
CC(C)NC(=S)NC1(C)CCS(=O)(=O)C1 (stereo not drawn),1%
C=CCOc1cccc(C2C(C(=O)c3cccs3)=C(O)C(=O)N2Cc2cccnc2)c1 (stereo not drawn),1%
O=C(N/C(=C\c1ccc(Cl)cc1)C(=O)N1CCOCC1)c1ccc([N+](=O)[O-])cc1,-1%
Cc1ccc2c(c1)nnc1nnc(SCC(=O)O)n12,-10%[57.5 µM]
COc1cc(/C=N/N2C(=O)C3C4C=CC(CC4)C3C2=O)ccc1O (stereo not drawn),-7%[57.5 µM]
CCOC(=O)c1cn2nc(Oc3ccc(C#N)cc3)ccc2n1,-2%[57.5 µM]
Cc1ccc(NC(=O)CSc2nnc(CNC(=O)C34CC5CC(CC(C5)C3)C4)n2-c2ccc(F)cc2)cc1,-2%

# Reprinted at random: 3 records from the list, in no set order.
SMILES,ERK EGF inh
CCOC(=O)c1cn2nc(Oc3ccc(C#N)cc3)ccc2n1,-2%[57.5 µM]
Cc1ccc2nnnc(-c3ccccc3)c2c1,-8%
Cc1ccc(NC(=O)CSc2nnc(CNC(=O)C34CC5CC(CC(C5)C3)C4)n2-c2ccc(F)cc2)cc1,-2%

# Later entries.
SMILES,ERK EGF inh
CC(=O)c1cnc2ncnn2c1C,2%
COP(=O)(OC)C(Nc1ccc([N+](=O)[O-])cc1)c1ccccc1 (stereo not drawn),-5%[57.5 µM]
Cc1ccc(Cn2nc3c(cc2=O)CCc2ccccc2-3)cc1,-2%
COc1ccc(/C=C/C(=O)c2cc(F)ccc2OC(=O)c2ccc(OC)c(OC)c2)cc1OC,-4%
Cc1nc2ccccc2c2oc(C(=O)N3CCc4ccccc43)cc12,10%[57.5 µM]
COc1ccc(NC(=O)N2CCN(c3nc(-c4cccc(OC)c4)cs3)CC2)cc1,?
Cn1c(N)c(C(=O)CSc2nnc(-c3ccccc3F)n2C2CC2)c(=O)n(C)c1=O,2%
O=C(CNC(=O)c1ccccc1)OCc1cc(=O)n2cc(Br)ccc2n1,11%
C/C=C/Cn1c(SCCCc2ccccc2)nc2c1c(=O)[nH]c(=O)n2C,3%
O=C(CCSc1ccccc1)NCc1cccnc1,-1%
CCN(CC)CCCNC(=O)C1CCN(c2ncnc3c2sc2cccc(F)c23)CC1,-6%[57.5 µM]
O=C(COc1ccccc1Br)Nc1ccccc1C(F)(F)F,9%
COc1ccc(/C=C(/NC(=O)c2ccc([N+](=O)[O-])cc2)C(=O)NCCCN(C)C)cc1,0%
c1cncc(Cc2cc3ccccc3[nH]2)c1,-1%
Cc1cccc(OCC(=O)Nc2ccc(C(=O)NCC(C)C)cc2)c1,-2%[57.5 µM]
O=C(NC1CCN(CC(=O)N(c2ccccc2)c2ccccc2)CC1)c1ccc([N+](=O)[O-])cc1,14%
OCC1(CC2CCCCO2)CCN(C/C=C/c2ccccc2)CC1 (stereo not drawn),37%
CC(C)C(=O)Nc1nc(-c2ccc([N+](=O)[O-])cc2)cs1,-7%
C=CCn1c(-c2sc3nc(C)cc(C)c3c2N)n[nH]c1=S,12%[57.5 µM]
Cc1cccc(N2CN(Cc3cccnc3)CNC2=S)c1C,6%
Cc1ccc(NC(=O)c2ccccc2[N+](=O)[O-])nc1,-3%
COc1ccc(CC(=O)c2c(O)cc(O)cc2O)cc1OC,-9%[57.5 µM]
CCCN1C2CCCC1CC(NC(=S)Nc1cccc(C)c1)C2 (stereo not drawn),-1%
O=C1CCCN1CCCNC(=S)Nc1ccc(Nc2ccccc2)cc1,-3%
C/C(CC(=O)Nc1cccc(C(F)(F)F)c1)=N/NC(=O)C(=O)NCCO,6%[57.5 µM]

# Laid out differently: results already given
compound	ERK EGF inh
CC(C)C(=O)Nc1nc(-c2ccc([N+](=O)[O-])cc2)cs1	-7%
C=CCn1c(-c2sc3nc(C)cc(C)c3c2N)n[nH]c1=S	12%[57.5 µM]
Cc1cccc(N2CN(Cc3cccnc3)CNC2=S)c1C	6%
Cc1ccc(NC(=O)c2ccccc2[N+](=O)[O-])nc1	-3%
COc1ccc(CC(=O)c2c(O)cc(O)cc2O)cc1OC	-9%[57.5 µM]
CCCN1C2CCCC1CC(NC(=S)Nc1cccc(C)c1)C2 (stereo not drawn)	-1%

# Remaining list, next part:
SMILES,ERK EGF inh
CCn1c(SCC(=O)Nc2ccc(C)cc2)nc(O)cc1=O,12%[57.5 µM]
COc1ccc(Nc2nc3ccccc3nc2NS(=O)(=O)c2cccs2)c(OC)c1,12%[57.5 µM]
CC(C)(C)c1ccc(/C=N/N2CCN(c3ccccn3)CC2)cc1,13%[57.5 µM]
Cc1ccc(S(=O)(=O)N(CC(=O)N=Nc2c(O)[nH]c3ccccc23)c2cccc(C)c2)cc1,5%
CC(=O)SC1CC2=CC(=O)CC[C@@]2(C)C2CC[C@@]3(C)[C@@H](CC[C@@]34CCC(=O)O4)C12 (stereo partly drawn),10%
COc1ccccc1CN1C(=O)c2cccc3cccc(c23)C1=O,4%
CCC1(c2ccccc2)C(=O)NCNC1=O,-21%[57.5 µM]
Cc1nn(CCCC(=O)Nc2cccnc2Cl)c(C)c1[N+](=O)[O-],24%
Oc1ccc(Br)cc1/C=N/N1CCCCC1,4%
CC(C)(C)NC(=O)NC(=O)COC(=O)c1ccc(OC(F)F)cc1,-4%
COc1ccc(CC2(C)OC(c3ccc(Cl)cc3)=NN2C(C)=O)cc1 (stereo not drawn),-2%
CCn1nc(C)c(CNC(=O)CC2C(=O)NCCN2Cc2ccc(C)o2)c1C (stereo not drawn),-5%
COCCNc1ccnc(-c2cccc(NS(C)(=O)=O)c2)n1,18%
COc1ccccc1N(C(=O)c1ccncc1)c1nc(-c2ccc([N+](=O)[O-])cc2)cs1,?
O=C(O)c1ccc(NC(=S)NC2CCCCC2)cc1,7%
CCCn1c(=N)n(CC(=O)c2ccc([N+](=O)[O-])cc2)c2ccccc21,3%
COc1ccc(CCN2C(=O)CC(Cc3ccc(C)cc3)C2=O)cc1OC (stereo not drawn),2%
O=c1cc(CN2CCN(c3cccc(C(F)(F)F)c3)CC2)nc2sccn12,-2%[57.5 µM]
COc1cc([N+](=O)[O-])ccc1NC(=O)Cc1ccc(F)cc1,3%
COc1ccc(Nc2oc(COc3ccc(C)cc3)nc2C#N)cc1,?
CCCC(=O)NC(=S)NNC(=O)c1ccc([N+](=O)[O-])cc1,1%
Cc1nnsc1C(=O)NNc1c(Cl)cccc1Cl,2%[57.5 µM]
CC(OC(=O)C1=NNC(=O)CC1)C(=O)Nc1ncc(Cl)cc1Cl (stereo not drawn),4%
Cc1ccc(C(=O)OCC(=O)Nc2c(Cl)cc(S(N)(=O)=O)cc2Cl)o1,5%[57.5 µM]
CN(C)S(=O)(=O)c1cccc(NC(=S)N/N=C/c2ccc(O)c(O)c2O)c1,8%[57.5 µM]
# (more compounds)
SMILES,ERK EGF inh
CC(C)CC(C(=O)Nc1ccccc1)N1C(=O)C2C3C=CC(C3)C2C1=O (stereo not drawn),1%
O=C(CCC1CCCN(C(=O)c2cccs2)C1)N1CCN(c2ccccn2)CC1 (stereo not drawn),-5%
CN(C)/C=C(/C(=O)c1ccc(Cl)c(Cl)c1)S(C)(=O)=O,6%
Cc1ccc(N)c2c1OCCC2=O,7%
CCN(CC)CC(O)COc1ccc2c(c1)c(C(C)=O)c(C)n2-c1ccccc1 (stereo not drawn),-3%
CC(C)(C)OC(=O)NCC(=O)Oc1cc2oc(=O)cc(-c3ccccc3)c2cc1Cl,1%
COc1cc(NCCCCCCCN)c2ncccc2c1,8%
O=C(O)CCC(=O)NNC(=O)COc1ccc(Cl)cc1Cl,2%
O=C(CNC(=O)c1ccc(-c2ccccc2)cc1)OCc1c(Cl)cccc1Cl,-3%
COc1cccc(-n2c(SCC(=O)Nc3nc4ccccc4s3)nc3ccccc3c2=O)c1,-4%[57.5 µM]
OCC1(CCOc2ccccc2)CCN(Cc2cccn2-c2ncccn2)CC1,-17%[57.5 µM]
C/C(=N\NC(=O)c1ccc(NS(=O)(=O)c2cccs2)cc1)c1ccc(O)cc1O,6%[57.5 µM]
Cc1ccc(/C=C(\C#N)C(=O)Nc2ccccn2)o1,-5%
O=C(NCCN1CCOCC1)c1cc(Sc2ccc(F)cc2F)nc2ccccc12,-1%
COc1cccc(/C=C/C(=O)Nc2ccc3[nH]c(=O)[nH]c3c2)c1,-13%
Cc1cc(C)c(S(=O)(=O)/N=C2/C=C(SCC(=O)O)C(=O)c3ccccc32)cc1C,-17%
CN(C(=O)/C=C/c1ccc2c(c1)OCO2)c1ccccc1,-4%
Cc1cc(C)nc(NC(=NCCc2c[nH]c3ccccc23)NC(=O)C(C)(C)C)n1,?
CCOC(=O)c1sc(NC(=O)Cn2nnc3sc4c(c3c2=O)CCC(C(C)(C)C)C4)nc1C (stereo not drawn),-2%
COc1ccc(S(=O)(=O)N2CCOCC2)cc1NC(=O)CN1CCCCCC1,-11%
O=C(O)CCCC(=O)Nc1cccc(C(=O)Nc2ccccc2C(=O)O)c1,4%
O=C1/C(=C\c2ccc(O)c(O)c2)N=C2CCCCCN12,-2%[57.5 µM]
CCOC(=O)n1c(=O)n(C)c2ccc(Br)cc21,6%
